Bioassay records (PubChem BioAssay)
Cardiac RTF inh = cardiac RTF calcium desensitization; AID 493244; inhibition, % at 7.15 µM; 340,000 tested, 0.12% active; IANBD-labeled cardiac RTF, Ca2+ fluorescence;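 active = inhibition above the mean inhibition of all tested compounds plus 3 SD, cut at about 17% in these data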;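 also: assay run at fixed EC70 calcium of 1.6 mM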
Mot1-301 SUMO = inhibitors of SUMOylation pathway: yeast Mot1-301 growth rescue. S. cerevisiae Mot1-301 growth rescue, ATP luminescence, 38.5C; percent above DMSO median, 100 means doubled. growth rescue, % at 18.8 µM. 320,000 tested, 1% active;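 active = every valid replicate shows activation above 250% relative to neutral control wells; inactive = the rest, any valid replicate at or below 250%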;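 also: OY570 slx delta 5 strain wells were the positive control but not used for scaling; some compounds called inactive have numbers as strong as hits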
PvdQ acylase = blocks Pseudomonas aeruginosa PvdQ acylase activity | purified PvdQ acylase, fluorescence plate reader | AID 488965 | inhibition, % at 10 µM | 340,000 tested, 0.063% active; in the data active = inhibition above about 30%, passing the limit was not always enough;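 also: 0% = vehicle neutral wells and 100% = reference inhibitor wells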
C-LANA FP = inhibitors of KSHV LANA C-terminal domain DNA binding | MBP-C-LANA/FAM-LBS DNA binding, fluorescence polarization | 340,000 tested, 0.078% active | inhibition, % at 9 µM;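 active = highest replicate inhibition at or above 60% at 9 µM, even if other replicates fall short; inactive = all replicates below 60% inhibition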;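 also: 0% = neutral control wells and 100% = 4 µM acridine orange control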
RTF Ca sens act = cardiac RTF calcium sensitization | P19429+P45379 | IANBD-labeled TnC RTF fluorescence at EC20 calcium; 0% EC20 calcium, 100% full calcium | activation, % at 7.2 µM | 340,000 tested, 0.24% active;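 active = activation above the mean over all tested compounds plus 3 SD, cut at about 30% in these data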;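 also: rise in fluorescence read as greater calcium sensitivity of cardiac thin filaments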
PfHsp90 set2 = reduces growth (ATP signal) of yeast expressing P. falciparum Hsp90; 310,000 tested, 0.32% active; AID 504621; S. cerevisiae expressing PfHsp90, BacTiter-Glo ATP, 48 h; yeast lacking PDR1 and PDR3 efflux regulators; inhibition, % at 9.4 µM;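 active = every replicate shows inhibition above about 80%, whatever the replicate mean, limit read from the data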;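 also: 0% = DMSO neutral controls and 100% = 20 µM radicicol positive controls; yeast relying on Plasmodium falciparum Hsp90 in place of its own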
dFosB activator = enhances mouse delta FosB homodimer DNA binding; 340,000 tested, 0.99% active; P13346; AID 493131; purified delta FosB, TAMRA-CDK5 oligo fluorescence polarization; percent of positive-control signal above neutral wells; activation, % at 25 µM;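 active = mean activation above about 17%, with every replicate also reaching it, limit read from the data, passing the limit was not always enough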;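 also: fluorescence polarization rise as delta FosB binds a TAMRA Cdk5 AP-1 oligo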
Keap1-Nrf2 PPI = Keap1-Nrf2 (human) interaction inhibition. Keap1 Kelch-Nrf2 peptide fluorescence polarization, 1536-well. inhibition, % at 9.4 µM. 340,000 tested, 0.15% active. Q14145; in the data active = inhibition above about 12%;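 also: human Keap1 Kelch domain with fluorescein labeled Nrf2 9mer peptide probe; 0% = neutral control wells and 100% = peptide positive control; higher means more block of Keap1 binding to Nrf2 peptide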
Rtt109 Vps75 = inhibitors of Candida albicans Rtt109/Vps75 histone acetyltransferase. purified Rtt109/Vps75, ThioGlo CoA-SH fluorescence, 4 h. inhibition, % at 34.9 µM. 330,000 tested, 0.16% active. AID 540336;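 active = inhibition of at least 50% in every replicate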
NSD2 inh = inhibitors of human histone methyltransferase NSD2 | AID 743445 | inhibition, % at 12.5 µM | O96028 | NSD2 peptide methylation, AlphaScreen, 120 min | 310,000 tested, 0.54% active; in the data active = inhibition above about 50%
Target sequence (O96028 whole entry, looked up): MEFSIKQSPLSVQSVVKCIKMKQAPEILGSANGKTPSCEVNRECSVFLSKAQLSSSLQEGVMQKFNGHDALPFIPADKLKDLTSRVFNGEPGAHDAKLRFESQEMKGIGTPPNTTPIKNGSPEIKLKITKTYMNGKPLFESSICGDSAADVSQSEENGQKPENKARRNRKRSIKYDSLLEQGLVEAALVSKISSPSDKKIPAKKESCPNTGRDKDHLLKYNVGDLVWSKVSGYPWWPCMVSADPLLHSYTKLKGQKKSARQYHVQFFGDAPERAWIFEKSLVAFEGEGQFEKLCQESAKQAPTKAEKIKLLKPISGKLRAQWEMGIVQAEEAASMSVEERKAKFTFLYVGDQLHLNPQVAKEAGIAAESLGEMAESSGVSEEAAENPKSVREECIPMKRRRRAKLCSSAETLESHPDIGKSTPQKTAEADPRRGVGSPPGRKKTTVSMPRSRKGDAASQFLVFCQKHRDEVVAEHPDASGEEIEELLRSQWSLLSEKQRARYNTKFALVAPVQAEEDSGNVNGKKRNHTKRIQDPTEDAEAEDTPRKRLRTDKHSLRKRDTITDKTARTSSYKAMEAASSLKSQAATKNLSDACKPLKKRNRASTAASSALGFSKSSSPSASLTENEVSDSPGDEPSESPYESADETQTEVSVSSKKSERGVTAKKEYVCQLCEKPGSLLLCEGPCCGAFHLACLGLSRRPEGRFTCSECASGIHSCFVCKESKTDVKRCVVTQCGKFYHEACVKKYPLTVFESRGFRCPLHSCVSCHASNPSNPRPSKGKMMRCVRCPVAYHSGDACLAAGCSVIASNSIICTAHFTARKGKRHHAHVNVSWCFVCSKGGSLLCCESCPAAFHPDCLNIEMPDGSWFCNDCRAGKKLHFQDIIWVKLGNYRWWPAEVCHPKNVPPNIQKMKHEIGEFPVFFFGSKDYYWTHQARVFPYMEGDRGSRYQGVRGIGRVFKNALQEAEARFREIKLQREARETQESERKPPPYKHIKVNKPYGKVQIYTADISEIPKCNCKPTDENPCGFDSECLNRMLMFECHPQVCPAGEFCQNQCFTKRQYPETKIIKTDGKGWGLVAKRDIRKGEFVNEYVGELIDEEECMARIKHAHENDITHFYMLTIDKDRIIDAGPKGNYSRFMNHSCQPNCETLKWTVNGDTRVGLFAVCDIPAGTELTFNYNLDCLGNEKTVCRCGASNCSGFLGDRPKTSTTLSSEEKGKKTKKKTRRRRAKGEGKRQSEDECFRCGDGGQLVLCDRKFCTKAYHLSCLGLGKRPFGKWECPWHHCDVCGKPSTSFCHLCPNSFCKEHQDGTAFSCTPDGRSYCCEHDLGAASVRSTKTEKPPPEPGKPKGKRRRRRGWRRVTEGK
CDK5 p35 inh = inhibitors of human CDK5/p35 kinase; Q00535+Q15078; Recombinant CDK5/p35, ADP-Glo luminescence, 60 min; inhibition, % at 10 µM; 330,000 tested, 0.01% active;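 active = highest replicate inhibition of at least 50% and at least 75% of replicates reaching 50%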;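 also: plate controls were DMSO neutral control for no effect and GW8510 at 10 µM for full effect; many of its hits are not listed in these tables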
Active calls of the source: *; · = not tested or not shown.

Second line of a record: Cardiac RTF inh, Mot1-301 SUMO, PvdQ acylase, C-LANA FP, RTF Ca sens act, PfHsp90 set2, dFosB activator, Keap1-Nrf2 PPI, Rtt109 Vps75, NSD2 inh, CDK5 p35 inh
- CC(C)CCOP(=O)(c1ccc(N(C)C)cc1)C(O)c1c(Cl)cccc1Cl (stereo not given)
 : -3, -18, 14, 0.3, -1, -16, -7, -2, -7, 2, 1.1
- O=C(OCc1ccccc1Cl)c1ccccc1C(=O)c1ccccc1
 : 1, -19, -21, -0.5, -3, 13, 1, -9, 2, -6, -0.9
- O=C(CCc1ccccc1)N[C@@H]1c2ccccc2CC[C@H]1OCc1ccccc1
 : -3, ·, 5, 1.4, -4, -14, 1, 1, -8, ·, 5.0
- Cc1n[nH]c(=S)n1/N=C/c1ccccc1OCc1ccc(Cl)cc1Cl
 : 0, -6, -11, 0.4, -1, -4, -12, -1, -1, -3, 0.4
- CCOC(=O)c1ccc(N2C(=O)C=CC2=O)cc1
 : -4, 90, -16, 0.3, 1, 130*, 2, -10, 10, ·, 1.3
- CCOc1ccc(-c2nnn(CC(=O)NCCc3c[nH]c4ccccc34)n2)cc1
 : -3, ·, -11, 0.1, 4, 21, 14, -4, -25, 0, 1.2
- O=C(NN=C1CCCCC1)NC1CCCCC1
 : -12, -9, 4, -1.4, 9, -3, -8, 2, 5, -2, -0.6
- COc1ccc(CCNC(=O)COC(=O)c2cc(S(=O)(=O)N3CCOCC3)ccc2C)cc1OC
 : -2, -7, -9, -2.7, -5, 14, -10, -4, -19, -1, -2.5
- CCOC(=O)N1CCN(C(=S)Nc2ccc3nc(N4CCN(CC)CC4)cc(C)c3c2)CC1
 : 1, -6, -6, -0.6, -4, 5, 1, -3, 22, 17, -0.9
- N#CCCN(C(=O)COc1ccc(C#N)cc1)c1ccc(F)cc1
 : -10, 483, -2, -0.3, 8, ·, -9, -3, 3, -1, 0.8
- COc1ccc(NC(=O)/C(Cl)=C(/Cl)S(=O)Cc2ccc(C)cc2)cn1 (stereo not given)
 : -8, -35, -9, -0.8, -1, ·, -4, -33, 3, ·, -2.1
- Cc1ccc(-n2c(SCC(=O)OC(C)C)nnc2-c2ccccn2)cc1
 : -5, -7, 1, 0.6, -4, 1, -1, -5, 14, -1, -1.6
- CC(C(=O)NC(c1ccccc1)c1ccccc1)N1CCOCC1 (stereo not given)
 : -1, -24, 5, 0.9, -9, 16, 1, 0, -1, -3, 0.0
- COC(=O)C1=C(C(=O)OC)[C@@H]2Nc3ccccc3[C@@]23C[C@@H](C(=O)OC)N(C(=O)COCc2ccccc2)C3=N1
 : -3, -9, -3, -0.1, 6, -13, 2, -1, -2, ·, 0.2
- COc1ccccc1Nc1nc(C)cc(C)c1C(N)=O
 : -9, 1, -5, -10, 0, -13, 1, 2, -7, ·, 0.5
- Nc1ncc(-n2cncn2)c(-c2ccc(Cl)cc2)n1
 : -17, -2, 7, 0.8, -2, 8, 0, 3, 13, -3, 1.0
- COc1ccc(S(=O)(=O)N2CCOC23CCN(S(=O)(=O)c2ccc(F)cc2)CC3)cc1
 : -9, -7, -7, 1.1, -3, -16, -4, -3, -1, 1, 0.9
- Cc1ccc(NC(=O)C2CC(=O)N(CCc3ccccc3)C2)c(C)c1 (stereo not given)
 : -5, -22, -4, 0.3, -4, 10, -3, 2, 3, -5, 0.0
- O=C(CC(Nc1ccccc1Cl)C(=O)O)c1ccccc1 (stereo not given)
 : -10, ·, -11, -1.3, 3, 2, -5, 5, 0, 1, 0.1
- CN(CC(O)COc1ccc(S(=O)(=O)N2CCOCC2)cc1)C1CCCCC1 (stereo not given)
 : 8, -9, 3, -0.1, 4, -7, 6, 0, 0, ·, -0.9
- O=C(Cn1ccsc1=NC(=O)c1ccco1)c1ccccc1
 : -14, -11, -5, 0.5, -3, 30, -12, -4, -1, -5, -3.5
- N#C/C(=C\c1ccccc1[N+](=O)[O-])C(=O)NCc1ccccc1
 : -4, 14, -5, -4.5, 4, 3, -5, 3, -19, 2, 0.6
- COc1ccc(NCc2cc3ccccc3[nH]c2=O)cc1
 : 0, 179, 2, -0.7, -9, 29, 5, -3, 4, -1, 0.2
- COc1ccc(NC(=O)CC2SC(=Nc3ccccc3)NC2=O)c(OC)c1 (stereo not given)
 : -3, -9, 3, -1.5, 3, 11, -11, -2, 0, ·, 2.1
- Cc1nn(CCCC(=O)NCc2ccc(F)cc2)c(=O)c2nccn12
 : -5, -19, -6, 2.2, 5, -39, 2, -4, -1, ·, -2.2
- CCS(=O)(=O)N1CCN(S(=O)(=O)c2ccccc2)CC1
 : -4, 6, -2, 1.3, 3, -15, -3, 0, 10, -13, -2.3
- O=c1[nH]c(C2CCCN(S(=O)(=O)c3ccccc3)C2)nc2c1nnn2Cc1cccc(Cl)c1 (stereo not given)
 : -14, 29, -12, 0.5, -2, 5, -21, -5, 11, 3, -6.9
- COc1cccc(CNC(=O)C2CCN(c3ncnc4c3nc3n4CCCCC3)CC2)c1
 : -1, -5, 3, 0.1, -3, 2, 1, 0, -18, 6, -1.3
- CN1C(=O)/C(=C/c2ccc(OCc3cccc(F)c3)cc2)NC1=S
 : -15, 7, -16, 0.1, -1, -15, -9, -4, 1, -1, -0.1
- CC(=O)C1C(c2ccc(F)c(F)c2)NC(=O)NC1(O)C(F)(F)F (stereo not given)
 : 2, 12, 6, -0.4, 0, 18, -2, 3, 7, 16, -1.7
- O=C(CCSc1ccccc1)NC1CCCC1
 : -8, -6, 8, 1.0, -3, -4, 1, -1, 6, -1, 0.2
- CC(=O)c1csc(CS(=O)(=O)c2ccccn2)n1
 : -8, 56, -15, -0.1, -1, -2, -4, -3, 6, 35, 1.0
- CC1C(=O)N(Cc2ccccc2)c2ccccc2N1C(=O)c1ccccc1 (stereo not given)
 : -3, 38, -11, 1.9, 1, -24, -10, -5, 6, 1, -0.9
- O=C(CCCc1nc(-c2ccc(Cl)cc2)no1)Nc1cccnc1
 : -3, 58, -11, 0.8, 0, 41, -4, 1, 7, -2, -0.9
- Cc1cc(OC(C)C(=O)N(Cc2cccs2)C2CCS(=O)(=O)C2)ccc1Cl (stereo not given)
 : -9, -4, -8, -1.6, 0, 17, -14, -2, 10, ·, -1.2
- COc1cccc(-c2cn(-c3cccc(C(F)(F)F)c3)c(=S)[nH]2)c1
 : -8, -15, -8, 2.3, 4, 12, -2, 1, 9, 2, -1.8
- O=C(Cn1cc2c(n1)CCCC2)NCCCN1CCN(c2ccccc2F)CC1
 : -13, 1, -7, 0.7, -5, 2, -3, 1, -6, ·, -1.1
- Cn1c(CCNC(=O)c2ccccc2Cl)n[nH]c1=S
 : -16, ·, 0, 0.0, -5, -27, 3, -1, -1, -2, 1.5
- COc1cccc(C(=O)Nc2nnc(-c3ccccc3)s2)c1
 : 2, -3, 11, -3.0, -5, 18, -6, -6, 20, -2, -2.5
- Cc1cccc(C2c3[nH]c4ccccc4c3CCN2C(=O)c2ccc(=O)[nH]c2)n1 (stereo not given)
 : -10, -23, 2, -0.2, 5, 5, -5, 3, 27, 0, 0.8
- CC(=O)Nc1nc2ccccc2n1CCN1CCOCC1
 : -5, -10, 8, 0.2, -2, -4, 4, -3, 12, 1, -1.9
- C=CCn1c(CNC(=O)c2ccccc2C)nnc1SCC(=O)NC1CCCC1
 : -3, -5, -7, 1.1, 14, ·, -9, 1, -10, 0, -3.1
- CCOC(=O)Cn1nnnc1C(CC)N(Cc1cccs1)Cc1cc2ccc(OC)cc2[nH]c1=O (stereo not given)
 : -11, -14, -14, -1.1, 5, -20, -23, 0, 12, -2, 0.9
- O=C(NCCN1C(=O)S/C(=C\c2ccc(OC(F)F)cc2)C1=O)[C@@H]1CCCN1C(=O)c1cccs1
 : 5, 32, -5, 0.4, -1, -1, -6, 2, 8, 1, 0.2
- Cc1c(O)c2ccccc2n(-c2ccccc2)c1=O
 : -4, 3, -13, 0.8, 3, -20, 2, -7, -13, -1, 0.3
- COc1ccc(/C=C2/C(=O)ON=C2C)cc1Cl
 : -10, -15, -8, 0.3, 2, 13, 1, -3, -2, 1, -0.1
- O=c1cc(Cc2ccc([N+](=O)[O-])cc2)[nH]c(=O)[nH]1
 : -8, ·, -1, 0.7, -6, -11, 2, -2, 10, -1, -0.7
- CCc1cc(=O)oc2cc(C)cc(OC(C)C(=O)NCC(O)c3ccccc3)c12 (stereo not given)
 : -2, 13, -3, -1.8, 3, -20, -17, 0, 7, 0, 0.8
- Cn1cnc(S(=O)(=O)N2CCN(c3ccccc3)CC2)c1
 : -6, -19, -27, -2.8, 2, -40, -5, -1, -3, 0, -2.2
- COc1ccc(C(=O)Nc2cc(Cl)ccc2C(=O)O)cc1
 : -4, -18, 16, -1.2, -4, 10, -11, -2, 4, -9, -0.7
- CC(OC(=O)c1cnccn1)C(=O)Nc1nc(-c2cccc([N+](=O)[O-])c2)cs1 (stereo not given)
 : -4, ·, 11, 1.1, 2, -5, -5, -1, 20, 12, 0.3
- COc1ccc(NS(=O)(=O)c2cccc(Cl)c2)cc1S(=O)(=O)N1CCCCC1
 : -2, 0, -4, 0.4, -8, -3, 0, -2, -12, 2, -2.6
- CN(CC(=O)Nc1cccc(F)c1)C(=O)c1ccc2c(c1)CC(c1ccccc1)OC2=O (stereo not given)
 : -6, ·, 1, 0.2, -6, 11, -9, 2, 30, -2, -0.8
- CCC(COC(=O)Nc1ccccc1)NC(=O)OC(C)C (stereo not given)
 : 7, -9, -5, 2.0, -6, -14, -13, -4, -8, -1, -0.7
- CC1CCN(C(=O)CSc2nnc(CSc3ncccn3)n2C)CC1
 : 0, -9, -2, -1.6, -5, ·, -4, 2, 4, -12, -0.2
- O=C(NNC(=O)c1ccccc1-n1cccc1)c1cncc(Br)c1
 : -8, 11, -6, 0.5, 3, -8, -3, 1, -2, 2, 1.0
- O=C(c1ccc(-n2cncn2)c([N+](=O)[O-])c1)N1CCN(S(=O)(=O)c2ccccc2Br)CC1
 : -1, -13, -7, -0.2, 3, ·, -5, 2, -1, 1, 0.3
- O=C(Nc1ccc(N2CCOCC2)c(Cl)c1)c1ccc2c(c1)OCCO2
 : -11, 21, 2, 0.6, 1, 10, 2, 0, 6, -2, -1.1
- C=CCN1C(=O)/C(=C2/Sc3ccc(OC)cc3N2C)SC1=NCc1ccccc1
 : -7, 14, -7, -0.5, 1, -2, 2, -6, 6, -1, -4.3
- CCC1(c2ccc(F)cc2)NC(=O)N(CC(=O)N2c3ccccc3NC(=O)C2(C)C)C1=O (stereo not given)
 : 4, -8, -8, -0.1, -6, ·, -2, 1, 12, 0, 1.4
- O=C(Nc1cccc(C(=O)O)c1)/C(=C/c1cccc([N+](=O)[O-])c1)NC(=O)c1cccc(Br)c1
 : -11, -1, 7, -0.3, 4, -17, 0, -2, -8, 2, -0.5
- O=S(=O)(NC1CCCCC1)c1ccc(Cl)nc1
 : 7, -9, 12, 0.6, 5, -13, 6, 1, 1, -4, 0.2
- CSc1ccccc1-c1nnc(-c2ccccc2)o1
 : -7, -4, -11, -1.3, -1, -10, -21, 0, 5, 1, 0.8
